# Screening results: PubChem BioAssay, National Center for Advancing Translational Sciences (NCATS)
# TRb SRC2 PPI – disrupts binding of human TR beta to SRC2; P10828; TRbeta-SRC2 peptide binding, fluorescence polarization; receptor liganded with 1 µM T3; Potency, µM (highest dose often 106 µM), for the others: top-dose activity change, negative = inhibition, usual class: inhibitors; 280,000 compounds, 0.065% hits; AID 1469;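 also: potency is read from the fitted curve at half-maximal effect; plate controls were bound peptide for no effect and peptide without receptor for full effect; nearly all actives have a fitted effect of over 50% in size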
# Target sequence (P10828 whole entry, looked up): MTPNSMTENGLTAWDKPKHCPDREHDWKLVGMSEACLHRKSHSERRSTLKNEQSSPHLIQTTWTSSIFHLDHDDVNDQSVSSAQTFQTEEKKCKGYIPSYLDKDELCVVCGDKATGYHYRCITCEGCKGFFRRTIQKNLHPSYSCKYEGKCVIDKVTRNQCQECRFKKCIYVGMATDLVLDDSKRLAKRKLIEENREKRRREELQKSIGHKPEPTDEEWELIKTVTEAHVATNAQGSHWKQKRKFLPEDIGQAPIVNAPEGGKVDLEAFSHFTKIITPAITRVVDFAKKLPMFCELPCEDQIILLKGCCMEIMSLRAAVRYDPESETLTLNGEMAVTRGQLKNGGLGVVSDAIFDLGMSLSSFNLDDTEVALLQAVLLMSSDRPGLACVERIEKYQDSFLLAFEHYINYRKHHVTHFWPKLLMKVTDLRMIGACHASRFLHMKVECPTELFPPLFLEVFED
#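 Fluorescence polarization of 20 nM Texas Red SRC2 peptide with 0.6 uM human TRb ligand-binding domain, in Tris buffer with 1uM T3 and 5% DMSO. Incubated 5 hr ambient; normalized to unbound and bound controls.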
# CBFb-RUNX1 inh – CBF-beta/RUNX1 interaction disruption | AlphaScreen CBFb-His/RUNX1-biotin binding, biochemical | Potency, µM (titrated, usually from 59.8 µM), without a hit: top-dose activity, negative = inhibition, actives largely listed as inhibitors | 230,000 tested, under 10 active | AID 1477; also: % of control where 0% means no effect
#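 Proteins preincubated together for 20 min at RT before compound addition; 15 min later, nickel and streptavidin beads were added and left 90 min prior to AlphaScreen measurement.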
# Tau FP inhib – blocks human tau fibril formation measured by polarization. P10636. K18 P301L tau heparin fibrillization, Alexa594 FP, 6 h. Potency, µM (series often up to 57.7 µM), for inactives: at the highest dose activity, negative = inhibition, usual class: inhibitors. 280,000 compounds, 0.39% hits; also: potency is read from the fitted curve at half-maximal effect; % is scaled to controls: 0 for no effect and ±100 for the full control effect; nearly all actives have a fitted effect of over 55% in size
# Target sequence (P10636 561-689 P618L limits assumed): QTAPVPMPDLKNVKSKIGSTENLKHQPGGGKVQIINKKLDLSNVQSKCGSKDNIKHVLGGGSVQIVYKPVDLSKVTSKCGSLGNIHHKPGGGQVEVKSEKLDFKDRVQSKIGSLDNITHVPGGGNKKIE
#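 Human K18 P301L fragment (15 uM unlabeled plus 0.24 uM Alexa 594-labeled) in 100 mM sodium acetate pH 7 with compound, aggregation induced by 20 uM heparin for 6 hr at 37 C. ThT (30 uM) added for 1 hr, then Alexa 594 FP read.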
# GLA spleen mod – inhibitors or activators of human alpha-galactosidase in spleen homogenate; P06280; human spleen homogenate, 4MU-alpha-Gal fluorescence, 40 min; Potency, µM (highest dose often 80 µM), inactives show top-dose activity change, negative = inhibition, actives largely listed as inhibitors; 240,000 compounds, 0.008% hits; AID 2107;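 also: potency is read from the fitted curve at half-maximal effect; 0% = enzyme with vehicle and -100% = no enzyme basal signal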
# Target sequence (P06280 32-429 limits assumed): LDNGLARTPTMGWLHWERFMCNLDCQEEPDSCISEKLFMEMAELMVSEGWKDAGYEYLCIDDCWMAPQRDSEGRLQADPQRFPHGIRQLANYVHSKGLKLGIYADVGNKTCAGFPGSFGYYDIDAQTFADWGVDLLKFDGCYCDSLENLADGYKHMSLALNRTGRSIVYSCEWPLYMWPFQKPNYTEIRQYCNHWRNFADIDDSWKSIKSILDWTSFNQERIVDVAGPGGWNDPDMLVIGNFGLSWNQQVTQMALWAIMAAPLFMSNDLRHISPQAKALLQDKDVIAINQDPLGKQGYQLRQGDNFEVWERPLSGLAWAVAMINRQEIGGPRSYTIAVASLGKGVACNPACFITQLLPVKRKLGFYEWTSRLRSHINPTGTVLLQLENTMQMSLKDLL
#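 Inhibition or activation of alpha-galactosidase in human spleen homogenate is scored by 4-MU fluorescence after 40 min at 37C, pH 5.0, with 1 mM substrate. AC50s come from concentration-response fitted to the Hill equation.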
# NPSR antagonist – neuropeptide S receptor (human) antagonism, cAMP; AID 1461; 220,000 compounds, 1% hits; CHO-NPSR cells, cAMP TR-FRET, antagonist mode; Potency, µM (top dose mostly 38.3 µM), without a hit: at the highest dose activity change, negative = inhibition, hits mostly inhibitors; also: potency is read from the fitted curve at half-maximal effect; % is scaled to controls: 0 for no effect and ±100 for the full control effect; nearly all actives have a fitted effect of over 50% in size; many of its hits are not listed in these tables
# Tau fluor cs – counter-screen for tau fibril formation inhibitors. tau K18 P301L (four-repeat tau fragment) Alexa594 fluorescence, heparin fibrillization. Potency, µM (highest dose often 57.7 µM), inactives show at the top dose activity change, negative = decrease. 280,000 compounds, 0.93% hits; also: potency is read from the fitted curve at half-maximal effect; % is scaled to controls: 0 for no effect and ±100 for the full control effect; nearly all actives have a fitted effect of over 55% in size
#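 Human K18 P301L tau (15 uM unlabeled plus 0.24 uM Alexa 594-labeled, final) in 100 mM sodium acetate pH 7 was mixed with compound and 20 uM heparin and incubated 6 hr at 37 C.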
# Epigenetic derep – regulators of epigenetic silencing causing reporter derepression in mouse cells; murine LDR cells, GFP reporter derepression, 30 h; Potency, µM (titrated, usually from 53.9 µM), without a hit: top-dose GFP activation, hits mostly activators; 280,000 compounds, 0.2% hits; also: potency is read from the fitted curve at half-maximal effect; % of control where 0% means no effect; nearly all actives have a fitted effect of over 60% in size
#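 Murine LDR cells bearing a silenced CMV-driven GFP reporter were exposed to compound for 30 h at 37 C. After PBS washes, GFP-positive cells (20-120 um objects) counted by laser-scanning microplate cytometry.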
# TR SRC2 fluor cs – counter-screen for TRb-SRC2 inhibitors: fluorescence interference. 280,000 compounds, 0.29% hits. Potency, µM (doses to about 106 µM), for the others: at the top dose fluorescence change, negative = quenching. TRb/SRC2 Texas Red total fluorescence interference. AID 1479; active = well fitted curve in either direction with a large enough effect; inconclusive = small, poorly fitted or top-dose-only effect; also: potency is read from the fitted curve at half-maximal effect; % is scaled to controls: 0 for no effect and ±100 for the full control effect
#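 Human TRb ligand-binding domain at 0.6 uM with 20 nM Texas Red SRC2 peptide in Tris buffer containing 1 uM T3 and 5% DMSO, incubated with compound 5 h at ambient temperature. Total fluorescence (555/632 nm) calculated as parallel + 2 × perpendicular.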
# * = called active by the depositor; ? = inconclusive; · = not tested or not shown; [ ] = another dose, or the depositor's remark. Unless noted, calls follow the shape of the dose curve; as a rule, active = well fitted curve in the direction sought with a large enough effect; inconclusive = small, poorly fitted or top-dose-only effect, or another doubt; inactive = no such curve, though single readings can be large; an effect the other way counts as inactive or inconclusive.
entry	mol	TRb SRC2 PPI	CBFb-RUNX1 inh	Tau FP inhib	GLA spleen mod	NPSR antagonist	Tau fluor cs	Epigenetic derep	TR SRC2 fluor cs
1	COc1ccc(NC(=O)COCc2cc(-c3ccco3)on2)cc1Cl	-2%	·	-6%	·	·	-16%	0.0%	5%
2	O=C1CN(C(=O)COc2ccc(F)cc2Br)c2ccccc2N1	1%	2%	-2%	1%	5%	-10%	-8.4%	0%
3	CC(C)c1ccc(Nc2nc(Cl)nc(NCc3ccco3)n2)cc1	-2%	4%	-5%	4%	-8%	13%	6.1%	-1%
4	N#Cc1cc2c(nc1SCC(=O)Nc1sc3c(c1C#N)CCC3)CCCC2	-1%	-1%	10%	-1%	?	-6%	-2.3%	0%
5	CCCCNC(=O)c1cccc(C(=O)NCCCC)c1	0%	-15%	4%	0%	-9%[46.1 µM]	3%	1.1%	-2%
6	NS(=O)(=O)c1ccc(Cl)c(C(=O)Nc2ccccc2[N+](=O)[O-])c1	-5%	-8%	-2%	-1%	8%	-6%	0.0%	-3%
7	CCCN(CCC)CCCNS(=O)(=O)c1cc(Br)cc2c1N(C(C)=O)CC2	-5%	1%	-3%	8%	-1%[46.1 µM]	-2%	0.0%	-2%
8	Cc1cccc(NC(=O)C2CCCN(S(=O)(=O)c3cccc4cccnc34)C2)c1 (stereo not given)	-3%	-6%	-1%	-7%	-6%[46.1 µM]	-13%	0.8%	-6%
9	Cc1sc2ncnc(N3CCC(C)CC3)c2c1C	2%	12%	0%	4%	-22%[46.1 µM]	-2%	-2.1%	-2%
10	O=C(CN(c1ccc2c(c1)OCCO2)S(=O)(=O)c1ccccc1)NCc1ccco1	-6%	0%	2%	-19%	-13%[46.1 µM]	-6%	-1.1%	1%
11	CCC(C)(C)NC(=O)c1sccc1Oc1ccc(F)cc1[N+](=O)[O-]	-2%	-22%	12%	8%	-37%	-15%	-2.1%	1%
12	O=C(NCCn1ccc2ccccc21)c1cccc([N+](=O)[O-])c1	5%	-7%	6%	-17%	6%	-14%	-3.1%	-1%
13	C/C(=N\NC(=O)Cc1cccn1C)c1ccco1	2%	-30%	-1%	-1%	10%	-4%	1.1%	-1%
14	COc1ccc(C(C)=O)cc1COC(=O)c1ccc(S(=O)(=O)N(C)C)cc1	2%	2%	9%	13%	-13%	-8%	8.1%	-2%
15	CSc1ccc(-c2c(C#N)c(N)nc3c2CCCC3)cc1	-11%	-1%	-11%	-5%	-24%[7.67 µM]	0%	-2.4%	0%
16	O=C(CSc1ncn[nH]1)NC12CC3CC(CC(C3)C1)C2	-26%	-5%	0%	3%	-8%[46.1 µM]	-10%	-6.7%	2%
17	Cc1ccc(Nc2nnc(SCC(=O)Nc3cccc(S(=O)(=O)N4CCCCC4)c3)s2)cc1	12%	-7%	-13%	-7%	7%	7.9µM*[quencher]	-1.0%	0%
18	COC(=O)N/N=C/c1c(C)c(C(=O)c2ccc(F)cc2)n2ccccc12	1%	1%	11%	4%	10%	?	-1.0%	-1%
19	O=C(CN1c2ccccc2Sc2ccccc21)NNC(=S)Nc1ccc(Cl)cc1Cl	-3%	-5%	15%	1%	-11%[46.1 µM]	10µM*[quencher]	0.0%	-2%
20	CC(=O)Nc1cccc(-c2nnc(SCC(=O)N3CCCCC3)n2C)c1	10%	6%	-3%	0%	-8%[46.1 µM]	6%	-1.2%	1%
21	COc1cccc(CNC(=O)C(=O)NCC2CCCO2)c1 (stereo not given)	3%	2%	-3%	0%	7%[46.1 µM]	-1%	1.0%	1%
22	Cc1nn(C)c(Oc2ccccc2)c1CCNS(=O)(=O)c1ccc(Cl)cc1	8%	1%	0%	2%	1%[46.1 µM]	-20%	3.7%	-1%
23	CC(C)c1cc(C(N)=O)c(NC(=O)c2cccc(COc3ccc(Br)cc3)c2)s1	12%	13%	?	2%	?	?	-9.1%	2%
24	Cc1onc(-c2c(F)cccc2Cl)c1C(=O)ONC(=O)c1ccccc1	-1%	6%	-7%	2%	-8%	-15%	2.9%	-1%
25	CCCCCCCCCCCCCCOc1ccc(C(=O)O)o1	-5%	5%	·	-6%	·	·	·	3%
26	O=C(Nc1cccc(O)c1)c1cc2nc(-c3ccccc3)cc(-c3ccccc3)n2n1	5%	2%	-13%	-3%	-42%	-22%	4.4%	-2%
27	CS(=O)Cc1cc(Sc2ccccc2)nc(-c2cccnc2)n1 (stereo not given)	-1%	10%	7%	-1%	0%	9%	-0.1%	-2%
28	C/C(CC(=O)Nc1ccccn1)=N\NC(=O)C(=O)Nc1ccccc1C	-1%	-3%	0%	0%	-4%[46.1 µM]	0%	-2.0%	-2%
29	O=C(NCc1ccc(F)cc1)C1CCN(c2cnccn2)CC1	3%	8%	-6%	-3%	-3%	-4%	-1.0%	-2%
30	COc1ccc2c(Cl)c(C(N)=O)sc2c1	-11%	6%	-5%	1%	?	0%	-0.1%	-2%

# Brought forward from above: 4 compounds, then new ones.
entry	mol	TRb SRC2 PPI	CBFb-RUNX1 inh	Tau FP inhib	GLA spleen mod	NPSR antagonist	Tau fluor cs	Epigenetic derep	TR SRC2 fluor cs
27	CS(=O)Cc1cc(Sc2ccccc2)nc(-c2cccnc2)n1 (stereo not given)	-1%	10%	7%	-1%	0%	9%	-0.1%	-2%
28	C/C(CC(=O)Nc1ccccn1)=N\NC(=O)C(=O)Nc1ccccc1C	-1%	-3%	0%	0%	-4%[46.1 µM]	0%	-2.0%	-2%
29	O=C(NCc1ccc(F)cc1)C1CCN(c2cnccn2)CC1	3%	8%	-6%	-3%	-3%	-4%	-1.0%	-2%
30	COc1ccc2c(Cl)c(C(N)=O)sc2c1	-11%	6%	-5%	1%	?	0%	-0.1%	-2%
31	CC(C)C[C@@H](CC(=O)N[C@H](CC(=O)N[C@@H]1CCCC[C@H]1C(=O)N[C@H](CC(=O)N[C@@H](CCC(=O)O)CC(=O)O)CC(C)C)C(C)C)NC(=O)[C@@H]1CCCC[C@H]1N	-6%	-2%	-10%	0%	·	-8%	0.0%	-2%
32	COC(=O)c1c(NC(=O)CSc2nnc3ccccn23)sc2c1CCC2	-2%	6%	3%	1%	17%	-10%	0.0%	-1%
33	COc1ccc(NC(=O)[C@H](CCS(C)(=O)=O)N2Cc3ccccc3C2=O)c(OC)c1	1%	-2%	-1%	5%	-4%[46.1 µM]	-18%	0.4%	0%
34	COCCCNC(=O)CSc1nc2cc3c(cc2c(=O)n1CCCCCC(=O)NCc1ccc(OC)cc1)OCO3	2%	·	-6%	·	·	14%	2.4%	?
35	C[C@@H]1C(c2ccc(F)cc2)=NN(c2ccc(Br)cc2)[C@H]1C(=O)N1CCOC1=O	12%	?	-1%	23%	·	?	-0.1%	-4%
36	COc1cccc(C(=O)C2CCCN(Cc3ccc(OC)c(Cn4cncn4)c3)C2)c1 (stereo not given)	-2%	2%	6%	-2%	1%	4%	1.1%	0%
37	CCOC(=O)c1c(C)[nH]c(C)c1-c1ccccc1OC	-1%	9%	6%	-3%	-9%[46.1 µM]	1%	0.0%	-3%
38	C=Cc1ccc(Cn2nc(-c3ccc(C)c(S(=O)(=O)N(CC)CC)c3)ccc2=O)cc1	-1%	·	-3%	·	·	-29%	-2.4%	8%
39	COc1ccc(Cn2c(=O)[nH]c3cc(C(=O)NCCCN4CCCCC4)ccc3c2=O)cc1	-7%	-2%	-16%	?	-10%[46.1 µM]	-13%	0.2%	0%
40	O=C(CSc1nnc(-c2ccccc2F)n1C1CCCCC1)N1CCCC1	-2%	5%	0%	3%	-11%[46.1 µM]	-4%	-1.1%	-4%
41	COc1cccc(C2C=C(c3ccc(C)c(C)c3)Nc3nnnn32)c1OC (stereo not given)	-4%	·	-1%	·	·	-3%	1.1%	0%
42	CC(=O)Nc1ccc(S(=O)(=O)Oc2ccc(C=O)cc2)cc1	2%	-2%	2%	6%	13%	-8%	0.0%	0%
43	Cn1c(=O)c2[nH]c(SCC(=O)c3ccc(F)cc3)nc2n(C)c1=O	-5%	2%	-5%	-9%	6%	-11%	-0.5%	-1%
44	NC(=O)NOCc1ccccc1	2%	6%	-7%	7%	16%	4%	-8.3%	-1%
45	CC1(CCc2ccccc2)NC(=S)N(c2ccc(Cl)cc2)N1 (stereo not given)	8%	-3%	7%	-2%	-28%	?	?	0%
46	CCN(CC)CCCN1C(=O)C(O)=C(C(=O)c2ccc(C)o2)C1c1cccs1 (stereo not given)	1%	4%	-3%	2%	-2%[46.1 µM]	-1%	-1.0%	1%
47	Cc1nc(NC(=O)CCl)sc1C(=O)N(C)C	1%[53 µM]	18%	4%	-2%	44%	3%	-1.6%	-2%[53 µM]
48	Cc1cccc(C(C)C)c1NC(=O)COC(=O)Cc1ccsc1	-7%	4%	-8%	6%	3%[46.1 µM]	-6%	-0.9%	1%
49	COc1ccc(NC(=O)NCCCN2CCN(c3ccccc3F)CC2)cc1	0%	3%	5%	11%	0%	-1%	1.1%	0%
50	C/C(=N\NC(N)=S)C1C2C3CC4C5CC(C42)C1C53 (stereo not given)	-2%	6%	-1%	6%	0%	-7%	0.0%	-1%
51	NC(=O)N/N=C/c1ccc2cccc(OCc3ccccc3)c2n1	-5%	5%	-15%	15%	-8%	-14%	0.1%	-5%
52	COCCCNC(=S)N/N=C/c1ccc2ccccc2c1	-4%	-1%	-6%	5%	?	-29%	0.5%	-1%
53	C[C@]12C[C@@](C)(C=C1/C=C/c1ccc(C(F)(F)F)cc1)C(=O)C[C@H]2c1ccc(C(F)(F)F)cc1	6%	?	-3%	2%	·	-10%	-1.1%	2%
54	CSc1nnc(-c2cc3c(-c4ccccc4)nn(C)c3s2)n1C	-1%	2%	-9%	-14%	-20%[46.1 µM]	-17%	-3.4%	-3%
55	Cc1cc(C)c(C(=O)COC(=O)[C@H](C)Nc2ccc(C(F)(F)F)cc2[N+](=O)[O-])c(C)c1	3%	-3%	?	6%	-10%[46.1 µM]	-24%	-1.3%	1%

# Only part of the results is shown; count on the stated rates, not on these rows.
